# Tat export inh: blocks Tat-dependent protein export in E. coli | E. coli MC4100 TorA-mCherry Tat export, fluorescence | inhibition, % at 10 µM | 340,000 tested, 0.036% active;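 active means mean replicate inhibition at least 50% and at least half of replicates individually reaching 50%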;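 further: exported cargo escapes ClpAP degradation while cytoplasmic cargo is degraded and loses fluorescence; 0% = median of neutral control wells and 100% = median of NaSCN control wells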
# phage Ecoli inh: E. coli growth loss with phage present. 360,000 tested, 0.26% active. inhibition, % at 11.9 µM. AID 651602. growth absorbance; in the data active means inhibition above about 11%
# OPRM1-OPRD1 ag: OPRM1-OPRD1 heterodimerization agonism; P35372+P41143; cells, luminescence; activation, % at 9.3 µM; 340,000 tested, 0.3% active; AID 504326; in the data active means activation above about 18%;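 further: 0% = vehicle-treated cells and 100% = reference agonist; values of inactives mirror those of a sister screen read the other way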
# Target sequence (P35372 whole entry, looked up): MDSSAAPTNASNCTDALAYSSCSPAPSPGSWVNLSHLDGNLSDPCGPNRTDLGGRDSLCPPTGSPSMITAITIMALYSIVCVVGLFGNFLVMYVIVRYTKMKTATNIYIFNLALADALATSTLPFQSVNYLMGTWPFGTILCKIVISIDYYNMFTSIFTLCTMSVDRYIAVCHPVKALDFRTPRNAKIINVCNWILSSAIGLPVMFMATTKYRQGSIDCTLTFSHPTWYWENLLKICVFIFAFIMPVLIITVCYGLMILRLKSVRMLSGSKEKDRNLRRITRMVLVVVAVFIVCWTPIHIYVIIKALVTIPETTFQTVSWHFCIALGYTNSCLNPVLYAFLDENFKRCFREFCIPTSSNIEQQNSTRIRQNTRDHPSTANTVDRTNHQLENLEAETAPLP
# Target sequence (P41143 whole entry, looked up): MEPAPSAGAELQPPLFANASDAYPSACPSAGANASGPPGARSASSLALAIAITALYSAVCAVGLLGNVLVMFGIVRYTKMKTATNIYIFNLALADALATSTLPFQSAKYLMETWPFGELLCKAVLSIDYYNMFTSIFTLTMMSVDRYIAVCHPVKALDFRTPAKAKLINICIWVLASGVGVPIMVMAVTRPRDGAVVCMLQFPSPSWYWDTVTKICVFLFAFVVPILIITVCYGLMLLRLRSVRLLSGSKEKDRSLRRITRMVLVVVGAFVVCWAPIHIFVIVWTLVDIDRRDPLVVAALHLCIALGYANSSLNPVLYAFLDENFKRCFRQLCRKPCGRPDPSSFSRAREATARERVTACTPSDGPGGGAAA
# AddAB inh: less growth of phage-infected E. coli with AddAB; 330,000 tested, 0.29% active; E. coli expressing H. pylori AddAB, absorbance growth; inhibition, % at 11.9 µM; in the data active means inhibition above about 12%;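 further: 0% = vehicle wells of infected cells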
# DSG3 Ab inh: inhibitors of pemphigus antibody binding to human desmoglein-3; AID 588358; P32926; 310,000 tested, 0.48% active; binding (percent of control), % at 10 µM; DSG3-coupled beads, scFv-anti-DSG3-GFP binding, flow cytometry; active compounds read low;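 active means binding more than 3 SD below its plate's average and above zero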;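 further: hits lower antibody fragment binding to DSG3; some compounds called inactive have numbers as strong as hits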
# Arrestin-AP2 inh: blocks beta-arrestin peptide binding to AP2 adaptin; 340,000 tested, 0.31% active; inhibition, % at 10 µM; FITC-arrestin peptide / GST-AP2 beads, flow cytometry; AP2 beta2 appendage carries R879A mutation;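 active means inhibition above a set limit, near 3 SD of compounds lacking own fluorescence, cut at about 54% in these data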;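 further: plate controls were DMSO wells for no effect and 5 µM unlabelled arrestin peptide for full effect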
#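 Material – GST-tagged AP2 beta2-adaptin appendage (R879A) on 4 µm glutathione beads · Probe or stimulus – fluorescein-tagged arrestin peptide at 50 nM final · Timing – 12 min plus 1 h, RT · Detection – bead flow cytometry, FITC channel · Read-out basis – inhibition as reduced fluorescein signal on beads, percent · Medium – PBS plus Tween 20 (0.05%) and BSA (0.1%)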
# MOR-DOR inv ag: mu-delta opioid heterodimer inverse agonism. inhibition, % at 9.3 µM. cell-based MOR-DOR heterodimer luminescence. 340,000 tested, 0.21% active. P35372+P41143. AID 504357; in the data active means inhibition above about 22%, passing the limit was not always enough;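 further: 0% = cells with DMSO and 100% = wells without cells with DMSO; values of inactives mirror those of a sister screen read the other way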
# Ecoli viability: counter-screen for AddAB inhibitors: E. coli growth inhibition; E. coli V3065 growth, OD600 absorbance, 18 h; inhibition, % at 11.9 µM; 330,000 tested, 0.27% active; AID 449728;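 active means inhibition above the campaign's mean inhibition across all tested compounds plus 3 SD, cut at about 9.9% in these data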;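 further: uninfected addAB+ strain grown without phage in ampicillin broth; 0% = DMSO wells and 100% = ciprofloxacin 0.95 µg/ml wells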
# PKA-R1A activ: activates the PKA-R1A holoenzyme complex. P00514+P68181. PKA-R1A dissociation, Cy5-IP20 fluorescence polarization; scaled: DMSO 0%, 113 µM cGMP 100%. activation, % at 11.4 µM. 340,000 tested, 0.083% active. AID 504707;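 active means percent activation above the mean of all tested compounds plus 3 SD, cut at about 19% in these data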;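 further: higher means more PKAc released from R1A so a rise in polarization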
# PfHsp90 yeast 2: reduces growth (ATP signal) of yeast expressing P. falciparum Hsp90 | inhibition, % at 9.4 µM | S. cerevisiae expressing PfHsp90, BacTiter-Glo ATP, 48 h; yeast lacking PDR1 and PDR3 efflux regulators | AID 504621 | 310,000 tested, 0.32% active;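 active means every replicate shows inhibition above about 80%, whatever the replicate mean, limit read from the data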;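 further: 0% = DMSO neutral controls and 100% = 20 µM radicicol positive controls; yeast relying on Plasmodium falciparum Hsp90 in place of its own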
# SUMO Mot1 rescue: SUMOylation pathway inhibition by Mot1-301 growth rescue | 320,000 tested, 1% active | growth rescue, % at 18.8 µM | S. cerevisiae Mot1-301 growth rescue, ATP luminescence, 38.5C; percent above DMSO median, 100 means doubled;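 active means every valid replicate shows activation above 250% relative to neutral control wells; inactive means the rest, any valid replicate at or below 250%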;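 further: OY570 slx delta 5 strain wells were the positive control but not used for scaling; some compounds called inactive have numbers as strong as hits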
# An asterisk follows results filed as active; · = not tested or not shown.
mol	OPRM1-OPRD1 ag	Ecoli viability	Tat export inh	MOR-DOR inv ag	SUMO Mot1 rescue	AddAB inh	phage Ecoli inh	PfHsp90 yeast 2	PKA-R1A activ	Arrestin-AP2 inh	DSG3 Ab inh
COc1ccc(Br)cc1/C=N/NC(=O)Cn1nnnc1N	-1.2	-0.2	0	6	67	0.3	2.4	15	0	-9	·
O=C(Nc1ccc2ccccc2c1)c1cccc(F)c1	1.8	-0.4	23	-9	11	-0.1	3.3	-45	-7	1	103
CCOC(=O)C1=C(CSc2nc(-c3ccccc3)ccc2C#N)OC(N)=C(C#N)C1c1ccccc1 (stereo not drawn)	2.5	-2.9	-2	-13	-11	1.6	1.2	-23	-14	2	121
O=C(Nc1ccc2ccccc2n1)Nc1cccs1	3.6	1.0	-3	-18	13	2.3	1.8	-23	-6	2	·
COC(=O)c1sc(NC(=O)COc2ccccc2)nc1C	-2.6	-0.8	-3	14	-13	2.2	2.5	7	5	-6	95
Cc1cc2c(cc1C)NC(=O)CC(C(F)(F)C(F)(F)C(F)(F)F)=N2	11	0.2	-7	-66	10	0.9	2.3	-8	2	25	·
C=C1CCN([C@@H](CC(C)C)C(=O)NN2CCOCC2)S(=O)(=O)c2ccccc21	-2.5	-1.6	-3	14	-9	-0.3	3.4	·	9	4	108
CCCOc1ccc(OCCSc2nnc(N)s2)cc1	1.1	2.2	9	-5	9	5.1	1.7	-20	-4	-3	101
CC(O)[C@H]1CNC(=O)C(=O)N1CC(C)(C)C (stereo partly drawn)	0.0	-1.4	5	0	-3	1.9	1.1	-15	0	·	104
CN(CC(=O)Nc1c(Cl)cccc1Cl)C(=O)CCc1nc2sc3c(c2c(=O)[nH]1)CCCC3	-2.2	-0.2	7	11	9	-1.9	3.3	-7	-10	3	98
CCOc1ccc(-c2cc(C(=O)NCCCN3CCN(CC)CC3)c3ccccc3n2)cc1	-2.1	-3.4	-5	11	-2	0.6	0.2	·	6	0	100
CC(C)(C)CN1C(N)=NC[C@@H]1Cc1ccccc1	-2.4	0.0	-4	13	8	2.3	3.1	1	-9	-2	106
S=C1NCN(Cc2cccnc2)CN1c1cccc(Cl)c1	-0.9	0.9	5	5	-20	0.8	-2.3	-24	0	4	104
CCOC(=O)c1ccc(-n2c(CN3CCN(CC)CC3)nc3ccc([N+](=O)[O-])cc3c2=O)cc1	1.5	-0.6	4	-8	8	0.5	2.1	-22	0	-5	105
O=C(Nc1ccccc1-c1ccccc1)C1CCCC1	-2.1	-0.8	-4	11	0	4.1	2.6	-39	-3	-9	100
COc1cc2[nH]c(C(=O)N(C)C3CCS(=O)(=O)C3)cc2c(OC)c1OC (stereo not drawn)	-0.6	0.4	2	3	18	3.8	3.2	-10	-6	-27	99
COc1cc(/C=C/C(=O)O)cc(S(=O)(=O)Nc2ccc3c(c2)CCC3)c1OC	4.2	-3.3	0	-35	-9	3.1	1.1	2	-1	0	100
COC(=O)CCc1c(C)c(C(=O)c2cccc(OC)c2OC)c2ccccn12	-4.4	0.5	5	26	5	-0.4	-2.8	0	-10	-3	90
O=C(COC(=O)c1cc[n+]([O-])cc1)Nc1ccc(Br)cc1	-1.5	0.9	0	8	-3	0.3	1.3	-20	1	-13	101
C[C@H](Nc1ccc(C(F)(F)F)cc1[N+](=O)[O-])C(=O)O	-0.4	-1.3	-5	2	-21	2.0	0.6	8	7	-6	91
Cn1c(=O)c2[nH]c(CCc3ccncc3)nc2n(C)c1=O	-2.5	·	10	13	·	·	4.2	·	-2	-13	88
N#Cc1ccc(C(=O)OCC(=O)N2CCCCCC2)cc1	-2.0	·	5	10	·	·	1.9	-11	-11	-2	107
O=C(Oc1csc(=S)n1C(=O)c1ccccc1)c1ccccc1	2.1	-0.7	1	-12	2	-2.2	·	0	1	24	92
COc1ccc(N/C=C/C(=O)c2cc(OC)c(OC)c(OC)c2)cc1	-1.6	-1.4	2	8	-3	-0.8	0.2	-9	9	-2	104
CCN(CC)C(=O)C1CCCN(C(=O)Nc2ccccc2)C1 (stereo not drawn)	-1.0	-3.7	-2	5	-14	-1.4	1.6	7	0	27	98
S=C(c1c[nH]c2ccc(Br)cc12)N1CCOCC1	-2.1	-0.6	0	10	27	2.0	3.7	-6	-2	25	97
CC(=O)c1ccc(NC2=C(N3CCOCC3)C(=O)c3ccccc3C2=O)cc1	3.2	-0.9	-9	-19	9	0.6	3.1	20	-9	-5	121
Cc1ccc(S(=O)(=O)CCSc2cccc(C(=O)Nc3ccccc3C(=O)O)c2)cc1	-3.3	-0.6	-1	16	-13	4.1	2.2	-8	-6	21	81
CCc1ccccc1N1C(=O)C2CC(C)=C(C)CC2C1=O (stereo not drawn)	-0.6	1.2	10	3	24	0.7	3.2	21	-8	0	105
COc1ccc(C)cc1NC(=O)c1ccc(N(C)S(C)(=O)=O)cc1	-2.5	0.3	-3	15	8	1.6	0.9	-12	-3	5	101
O=C(Cn1cccc1C(=O)c1ccccc1)NCCc1ccccc1	-1.8	0.8	-7	9	-1	3.5	-1.1	7	-9	5	103
COc1ccc(NC(=O)C2CCN(S(=O)(=O)c3ccc(OC)c(OC)c3)CC2)c(OC)c1	-1.2	0.7	-9	6	13	3.4	1.2	13	-4	12	93
O=C(OCC(=O)N1CCCCC1)c1n[nH]c(=O)c2ccccc12	-1.5	·	-5	10	·	·	0.5	·	-11	-11	102
CCn1c(-c2csc(-c3ccc(Cl)cc3)n2)n[nH]c1=S	-3.0	-3.3	-5	16	·	2.7	0.1	-15	-4	-1	99
Cc1c(NC(=O)CN2C(=O)NC3(CCC(C)CC3)C2=O)c(=O)n(-c2ccccc2)n1C (stereo not drawn)	-1.7	0.2	10	9	-9	-0.7	0.9	·	1	-20	127
Cc1cc(C)nc(SCC(=O)Nc2cc(C)on2)n1	-1.4	2.0	2	7	17	-0.1	2.0	5	3	5	100
CN(C)S(=O)(=O)c1ccc(Cl)c(NC(=O)COC(=O)C2CSC3(C)CCC(=O)N23)c1 (stereo not drawn)	0.9	0.3	-6	-6	3	1.5	3.2	15	-4	25	96
CC1(C)Cc2c(c(-c3ccco3)nc3sc4c(NCCCO)ncnc4c23)CO1	-0.6	-1.1	-5	3	-8	-0.4	0.8	-27	-5	18	98
CCOC(=O)N1CCN(S(=O)(=O)c2ccc(OC)c(Br)c2)CC1	1.7	0.8	-7	-8	-5	-0.6	-3.2	2	-6	-6	95
COc1ccccc1CSc1nc2ccccc2[nH]1	0.1	0.8	4	-1	-7	3.3	3.9	-29	-3	-4	100
COc1ccccc1NS(=O)(=O)c1ccc(C)c(C(=O)NCC(c2ccco2)N(C)C)c1 (stereo not drawn)	1.1	-2.0	-3	-7	·	1.3	2.6	-9	-1	-7	97
S=C(S)OC1CC2CC1C1CCCC21 (stereo not drawn)	-1.8	·	-12	10	·	·	3.2	10	-4	1	107
Brc1ccc2c(c1)C(c1ccc(N3CCOCC3)cc1)=NNC(c1cccs1)=N2	-3.8	-1.1	7	18	·	2.4	2.2	·	-2	-1	102
Cc1c(CCOC(=O)C23CC4CC(CC(C)(C4)C2)C3)sc[n+]1CC(=O)c1ccccc1	-1.0	3.4	4	5	-7	1.9	2.7	-28	6	-13	106
COc1ccc(NC(=O)c2cccc(S(=O)(=O)N3CCCCC3)c2)c(OC)c1	-1.3	-2.2	5	7	-8	2.2	3.5	-2	7	-8	·
CC(NC(=O)/C(C#N)=C/c1cn[nH]c1-c1ccccc1)c1ccccc1 (stereo not drawn)	0.0	1.3	14	0	-3	-0.5	2.5	-10	3	0	104
C/C(=C\C(=O)c1cccnc1)Nc1ccc(C(=O)O)cc1	-2.1	-2.8	3	9	-14	-1.5	3.4	15	11	-2	100
CCCCOC(=O)c1nnc(-c2ccc(Cl)cc2)o1	-1.0	2.8	-7	5	19	-0.4	2.2	-2	5	10	·
CNC(=O)[C@@]1(Cc2ccccc2)C=C[C@@H](C)N1C(C)=O	-1.7	1.5	2	9	3	3.1	2.5	-2	-4	-5	117
O=C(NC1CCCCC1)c1cc(-c2ccccc2O)on1	6.0	1.1	8	-38	-7	0.8	1.3	-16	5	6	·
O=C(Nc1ccc(N2CCCC2=O)cc1)c1cccc(F)c1	0.1	0.1	-13	0	45	-0.2	1.4	·	-8	-5	96
CCCn1nnnc1NCc1ccccc1Cl	-1.8	-0.3	-9	8	6	-0.3	0.6	9	5	-1	88
CCN(c1ccc(NC(=O)COC(=O)C2CCN(c3ccc(C(F)(F)F)cn3)CC2)cc1)C(C)C	-0.6	·	12	2	·	·	2.3	·	-9	6	110
CC1CCc2c(sc3ncn(CC(=O)N4CCCCC4)c(=O)c23)C1 (stereo not drawn)	-0.9	0.1	0	6	-3	1.6	3.2	-29	0	-4	84
O=C(COc1ccccc1Cl)NCCC1=CCCCC1	4.4	-0.5	0	-22	-10	3.2	1.6	-12	-4	-7	100
Cc1c(CC(=O)NCC(=O)NCC(=O)O)c(=O)oc2cc3c(cc12)CCC(C)(C)O3	-3.0	1.8	-3	14	-9	1.7	4.3	-8	-7	4	97
O=C(NCC(=O)N1CCN(C/C=C/c2ccccc2)CC1)c1ccc(Br)cc1	-2.3	0.6	4	9	57	1.0	0.9	12	-8	-7	·
CCN=C1S/C(=C/c2ccc(-c3ccc(Cl)cc3C(=O)O)o2)C(=O)N1CC	-1.9	-0.3	0	10	52	-0.2	2.3	4	-18	8	90
Cc1cc2oc(=O)cc(CN3CCc4ccccc43)c2cc1Cl	0.9	-4.4	-4	-5	-24	0.6	0.8	1	-8	8	98
COc1ccccc1C(=O)NCCC(=O)Nc1ccncc1	1.2	0.8	-1	-8	-15	1.6	4.3	·	1	-8	102

# Following part
mol	OPRM1-OPRD1 ag	Ecoli viability	Tat export inh	MOR-DOR inv ag	SUMO Mot1 rescue	AddAB inh	phage Ecoli inh	PfHsp90 yeast 2	PKA-R1A activ	Arrestin-AP2 inh	DSG3 Ab inh
COC(=O)c1ccc(C(=O)OC)c(NC(=S)N2CCC(C)CC2)c1	1.1	-1.1	-4	-7	47	-0.2	1.3	20	-4	7	102
COc1cc(C(=O)N/N=C(\C)c2ccc(NC(=O)Cc3ccccc3)cc2)ccc1O	-2.5	·	1	8	7	·	1.3	2	2	-7	110
CCOc1ccc(OCCC(=O)N(CC(C)C)c2c(N)n(Cc3ccccc3)c(=O)[nH]c2=O)cc1	-5.0	·	0	21	·	·	8.8	21	-4	25	·
Cc1cc(C)c(C#N)c(SCC(=O)Nc2ccccc2C(N)=O)n1	0.2	-1.3	4	-1	-22	4.4	3.1	-13	11	36	98

# Bioassay records from PubChem.
